Compound activity: PubChem BioAssay, National Center for Advancing Translational Sciences (NCATS)
TGFb inhibitor: TGF-b pathway inhibition; Potency, µM (series often up to 46.1 µM), for inactives: at the highest dose activity, negative = inhibition, usual class: inhibitors; AID 588855; HepG2 CAGA-GFP TGF-b/SMAD3 reporter, GFP fluorescence, 18 h; TGF-beta stimulated, 500 pg/mL final; hit rate 1.2% among 410,000; note: potency is the fitted concentration of half-maximal effect; % is set by controls: 0 for no effect and ±100 for the full control effect; nearly all actives have a fitted effect of over 65% in size
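GFP signal (ex488/em500-530) from TGF-beta-stimulated HEPG2 CAGA-GFP cells, 500 pg/mL final, 18 h at 37 degrees C in DMEM plus 1% FBS, normalized to unstimulated and DMSO-stimulated controls.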
HepG2 tox: counter-screen for TGF-b inhibitors: cytotoxicity in HepG2 cells. HepG2 CAGA-GFP viability, ATP luminescence, 18 h. Potency, µM (titrated, usually from 46.1 µM), for the others: top-dose activity change, negative = cytotoxicity, actives largely listed as cytotoxic. hit rate 0.76% among 410,000; note: potency is the fitted concentration of half-maximal effect; some results filed as inactive show a strong effect at the top dose
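HepG2 CAGA-GFP cells (1000/well, DMEM with 1% FBS) received compound, then TGF-beta at 500 pg/mL final, and were incubated 18 hours at 37 degrees C. Viability was read by CellTiter-Glo luminescence. Media-only wells were set as complete cell-killing and DMSO as no toxicity.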
S2 tox: cell viability loss in ATXN counter-screen. S2 cells (HEK-293 line with an ATXN2-luciferase reporter) viability, CellTiter-Fluor protease fluorescence, 24 h. Potency, µM (doses to about 56.7 µM), usual class: cytotoxic. hit rate 0.49% among 400,000; note: potency is the fitted concentration of half-maximal effect; nearly all actives have a fitted effect of over 40% in size
Nrf2 activator: Nrf2 pathway activation. AREc32 ARE-luciferase reporter (MCF7-derived line), luminescence, 24 h. Potency, µM (titrated, usually from 46.1 µM), for inactives: at the highest dose activation, usual class: activators. hit rate 0.31% among 410,000; note: potency is the fitted concentration of half-maximal effect; % of control where 0% means no effect; nearly all actives have a fitted effect of over 65% in size
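AREc32 cells carrying an ARE-driven firefly luciferase, 1000 cells/well in OPTI-MEM with 5% FBS, dosed after overnight attachment and incubated 24 hr at 37 deg C. Steady-Glo luminescence read after 30 min at RT.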
A549 viability: A549 cytotoxicity, counter-screen for Nrf2 inhibitors. A549 ARE-Fluc cells, CellTiter-Fluor viability, 18-24 h. AID 504648. hit rate 0.16% among 390,000. Potency, µM (top dose mostly 46 µM), inactives show top-dose activity change, negative = cytotoxicity, actives largely listed as inhibitors; note: potency is the fitted concentration of half-maximal effect; % is set by controls: 0 for no effect and ±100 for the full control effect
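Cytotoxicity counterscreen: CellTiter-Fluor fluorescence was measured in A549 ARE_Fluc cells after 18-24 h of compound exposure in a concentration series. The subsequent BugLite luminescent read reports ARE-luciferase activity.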
Nrf2 inh: inhibitors of Nrf2 signaling. hit rate 2.1% among 360,000. A549 ARE-Fluc reporter, luciferase luminescence, 18-24 h. Potency, µM (series often up to 46 µM), for inactives: at the highest dose activity change, negative = inhibition, actives largely listed as inhibitors; note: potency is the fitted concentration of half-maximal effect; % is set by controls: 0 for no effect and ±100 for the full control effect; nearly all actives have a fitted effect of over 60% in size
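In this cell-based qHTS, ARE-driven firefly luciferase in A549 cells reports Nrf2 activity; the luminescent signal after BugLite lysis is the measured value, with a prior CellTiter-Fluor read for cell health.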
CCT chaperon mod: cytosolic chaperonin activity modulation; purified chaperonin ATPase assay, HTRF ADP detection, 30 min; activity change, % (no concentration beside the values), hits read low; hit rate 0.3% among 360,000; AID 651819; in the data active = activity change below about -30%; note: % is set by controls: 0 for no effect and ±100 for the full control effect
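Nucleotide hydrolysis assay: TRiC at 20–40 nM final (set by batch activity) with 10 uM ATP, 30 min at 37 °C, in presence of 76 uM compound. Detection by competitive ADP HTRF, 30 min ambient.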
pAkt inh: blocks phosphorylation of Akt; Neuro2A IGF-stimulated pAkt S473 HTRF, 20 min; stronger effect = lower value; activity change, % for hits at 50 µM; hit rate 0.32% among 360,000; AID 651550; in the data active = activity change below about -80%; inconclusive = mostly about -51% to -80%; note: % is set by controls: 0 for no effect and ±100 for the full control effect
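Single-point screen (50 µM final compound) in Neuro2A cells stimulated 20 min with 6 nM IGF at 37 deg C. After lysis, Ser473-phosphorylated Akt read by HTRF (ex 330 nm, em 615/665 nm) as the 665/615 ratio.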
MmCpn inh: blocks the Methanococcus maripaludis chaperonin Mm-Cpn; Potency, µM (series often up to 76.9 µM), for the others: at the top dose activity, negative = inhibition, actives largely listed as inhibitors; hit rate 0.031% among 330,000; purified Mm-Cpn ATPase, ADP Transcreener TR-FRET; note: potency is the fitted concentration of half-maximal effect; % is set by controls: 0 for no effect and ±100 for the full control effect; nearly all actives have a fitted effect of over 80% in size
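ATP (10 uM final) was added to archaeal chaperonin (25 nM final) after 10 min exposure to test compound at 37°C; after 30 min further incubation, ADP was detected by competitive TR-FRET.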
An asterisk follows results filed as active; i = inactive; ? = inconclusive; nt = no result given; [ ] = dose if it differs, or a comment. Unless noted, calls come from the whole dose curve; as a rule, active = well fitted curve in the direction sought with a large enough effect; inconclusive = small, poorly fitted or top-dose-only effect, or another doubt; inactive = no such curve, though single readings can be large; an effect the other way counts as inactive or inconclusive. An unsorted share of the library; 4.4% or so of the library scored in one or more.

SMILES	TGFb inhibitor	HepG2 tox	S2 tox	Nrf2 activator	A549 viability	Nrf2 inh	CCT chaperon mod	pAkt inh	MmCpn inh
COCC(C)NC(=O)CSc1nc2cc(S(=O)(=O)N3CCCCC3)ccc2o1 (centres undefined)	1%	2%	i	0.4%	0%	-9%	2.8	i	-1%
CC1=NN(C(=O)Cc2ccc([N+](=O)[O-])cc2)C(O)(c2cccnc2)C1 (centres undefined)	-1%	-48%	i	0.1%	8%	5%	-13	i	2%
O=C(Nc1ccc(F)c(Cl)c1)N1CCN2CCCCC2C1 (centres undefined)	3%	-33%	nt	9.0%	3%	?	nt	nt	nt
CCN(CC)S(=O)(=O)c1ccc(N2CCOCC2)c(NC(=O)c2cc([N+](=O)[O-])ccc2Cl)c1	5%	6%	i	5.5%	-1%	17%	-2.1	i	-1%
C[C@@H]1CN([C@H](C)CO)C(=O)CCCn2cc(nn2)CO[C@H]1CN(C)C(=O)c1ccccc1	5%	1%	i	-0.6%	nt	nt	0.5	i	nt
Cc1ccc(S(=O)(=O)Nc2ccc3c(c2)nc(C)n3C)cc1	2%	1%	i	0.3%	-4%	-8%	-0.5	i	-4%
O=C(COCc1cc(-c2cccs2)on1)N1CCN(c2ccc(F)cc2)CC1	-27%	-23%	nt	0.6%	4%	?	nt	nt	nt
COc1cc(C(=O)NCCc2sc(-c3ccc(C)cc3)nc2C)cc(OC)c1OC	-3%	-24%	i	0.5%	-17%	nt	nt	nt	nt
CC(=O)C(=Cc1ccc(Cl)cc1)C(=O)c1ccccc1	?	-64%	28µM*	-3.1%	nt	nt	-2.4	i	nt
O=C(/C=C/c1cccc(O)c1)c1cccnc1	?	-75%	?	?	-1%	-10%	-1.4	i	-5%
O=C(NN1C(=O)NC2(CCCCC2)C1=O)c1ccc(-c2ccccc2Cl)o1	-16%	-7%	i	4.5%	-6%	?	1.9	i	-5%
O=C(NCCc1ccccc1)c1cccc(Br)c1	6%	-1%	i	0.8%	1%	2%	0.2	i	0%
CCN1CCCC1CN(Cc1cc2cc(OC)ccc2[nH]c1=O)C(=O)NCc1ccccc1 (centres undefined)	0%	4%	?	-0.3%	-3%	8%	-2.0	i	0%
O=C(Nc1cccc(Cl)c1)Nc1csc([N+](=O)[O-])c1	?	10µM*	?	?	-28%	?	-1.9	i	-1%
CCCCCn1c(=O)[nH]c2cc(C(=O)NCCN3C(C)CCCC3C)ccc2c1=O (centres undefined)	-24%	-41%	i	-0.8%	-5%	-4%	1.6	i	4%
Cc1ccccc1-n1c(=O)c2c(n3cnnc13)-c1ccccc1CC21CCCCC1	0%	5%	i	-0.5%	0%	nt	2.0	i	0%
O=C(c1cccc(F)c1)N1CCCC(C(=O)N2CCCCC2)C1 (centres undefined)	-4%	13%	i	-0.2%	-3%	-20%	-6.9	nt	1%
CC(C)NC(=O)N(Cc1ccccc1)Cc1cccs1	12%	6%	i	0.4%	0%	1%	1.1	i	-1%
CC1CCCN(C(=S)NCCc2ccccc2)C1 (centres undefined)	4%	-35%	i	1.3%	-8%	12%	-2.0	i	-2%
Cc1ccc(-n2ncc3c(NNC(=O)c4cccs4)ncnc32)cc1	-9%	-2%	i	2.7%	0%	1%	-2.2	i	0%
C1CCC(NC2=NCCC2)CC1	-3%	-7%	i	-0.9%	-6%	1%	0.0	i	0%
COC(=O)c1oc2c(c1C)C(=O)CCC2	10%	2%	i	0.6%	0%	2%	3.3	i	0%
C=CCOC(=O)C(C#N)c1nc2ccccc2nc1N1CCN(c2ccccc2OCC)CC1 (centres undefined)	8%	-16%	i	-0.6%	6%	4%	-1.4	i	-13%
Cc1cc(NCc2ccccn2)nc2ccccc12	6%	3%	i	0.1%	-1%	5%	-4.2	i	-3%
O=C(Nc1ccccn1)c1ccc2c(c1)OCO2	1%	-64%	?	0.1%	-2%	?	-2.7	i	-2%

As entered above.
Reading of COCC(C)NC(=O)CSc1nc2cc(S(=O)(=O)N3CCCCC3)ccc2o1 (centres undefined) under CCT chaperon mod: 2.8
Reading of O=C(COCc1cc(-c2cccs2)on1)N1CCN(c2ccc(F)cc2)CC1 under TGFb inhibitor: -27%

Following part:
SMILES	TGFb inhibitor	HepG2 tox	S2 tox	Nrf2 activator	A549 viability	Nrf2 inh	CCT chaperon mod	pAkt inh	MmCpn inh
CCN(C(=O)COC(=O)c1cc([N+](=O)[O-])ccc1N1CCOCC1)C1CCS(=O)(=O)C1 (centres undefined)	14%	8%	i	0.0%	-13%	22%	-1.3	i	1%
CN1C(N)=NC(=O)/C1=C/c1ccc(F)cc1	-11%	-15%	i	-0.9%	9%	-1%	0.5	i	0%
CC(C)(CNC(=O)c1ccc(S(=O)(=O)N2CCCC2)cc1)N1CCOCC1	7%	8%	i	0.0%	8%	2%	1.1	i	2%
COc1ccc(C2C3=C(Nc4ncnn42)c2ccccc2CCC3)cc1 (centres undefined)	-31%	-2%	i	-0.3%	-3%	-27%	-4.0	i	1%
CCCn1c(SCC(=O)N2CCCC(C)C2)nnc1-c1ccccn1 (centres undefined)	0%	-7%	i	-0.5%	-4%	-25%	-1.2	i	2%
COc1ccc(OC)c(/C=N/c2oc(-c3ccco3)c(-c3ccco3)c2C#N)c1	-2%	-24%	i	?	-4%	-7%	1.0	i	1%
CC(C)c1ccc(NC(=S)Nc2cccc3ccccc23)cc1	-17%	-12%	?	0.5%	2%	14%	-3.9	i	-4%
Fc1ccccc1NC(=S)Nc1ccc(CN2CCOCC2)cc1	-14%	-28%	i	-0.1%	4%	5%	1.5	i	1%
CCOc1cc(C(=O)Nc2ccc3nc(N4CCN(C)CC4)cc(C)c3c2)cc(OCC)c1OCC	?	-38%	?	9.7%	7%	4%[9.27 µM]	nt	nt	nt
Cc1ccc(OCC(=O)NNC(=O)C2CCN(c3nc(C)cc(C)n3)CC2)cc1	12%	0%	i	0.0%	6%	1%	-3.3	i	1%
COc1ccccc1-c1noc(CSc2nc3ccc(C)cc3[nH]2)n1	-13%	-28%	?	4.1%	2%	?	nt	nt	nt
Cc1ccc(C)c(NC(=O)c2ccccc2NC(=O)C2CCCO2)c1 (centres undefined)	7%	11%	?	0.2%	-4%	8%	1.5	i	0%
Cc1onc(C(=O)/C=C/N(C)C)c1C(=O)Nc1nccs1	10%	-2%	i	0.2%	-5%	nt	-2.3	i	-1%
Cc1cccc(CCN(CC(=O)NCc2ccc(F)cc2)C(=O)c2csnn2)c1	-12%	0%	i	0.6%	0%	3%	-1.3	i	0%
O=C(COC(=O)c1cc(S(=O)(=O)N2CCOCC2)c(Cl)cc1Cl)c1ccc[nH]1	-13%	-27%	i	6.7%	1%	13%	-3.9	i	0%
Cc1ccccc1NC(=O)N1CCC(NC(=O)C2CCCCC2)CC1	15%	7%	i	0.3%	-1%	4%	1.2	i	2%
Cn1cc(Cl)c(-c2nc3ccccc3[nH]2)n1	-16%	-2%	i	-0.5%	-6%	?	-4.0	i	0%
CN(Cc1ccccc1)Cc1c[nH]c2ccccc12	19%	2%	i	5.7%	-8%	3%	0.9	i	4%
CCc1ccc(OCc2cccc(C(=O)N/N=C\c3cnn(C)c3C)c2)cc1	-5%	-13%	i	-0.5%	11%	10%	-2.5	i	1%
O=C(CCc1ccccc1)Nc1ccccc1F	1%	-8%	i	3.9%	9%	nt	-10	i	-1%
Cc1ccccc1Nc1nnc(SCC(=O)c2cc3ccccc3o2)s1	3%	-2%	i	4.9%	0%	?	-3.0	i	-23%
Cc1cc(C(=O)Nc2sccc2C(N)=O)c(C)o1	7%	-3%	i	10%	1%	?	-4.0	i	0%
COc1ccccc1NC(=O)c1ccc(C)s1	-17%	-2%	?	7.1%	4%	?	-0.2	i	1%
Cc1cc(C)cc(OCCN2CCOCC2)c1	-16%	-15%	i	-0.6%	-1%	10%	-2.5	i	0%
COc1cc(Br)c(CC2c3cc(OC)c(OC)cc3CCN2C)cc1OC (centres undefined)	-13%	-22%	i	-0.3%	0%	-11%	-4.0	i	nt
Other entries.
SMILES	TGFb inhibitor	HepG2 tox	S2 tox	Nrf2 activator	A549 viability	Nrf2 inh	CCT chaperon mod	pAkt inh	MmCpn inh
Cc1occc1C(=O)NCc1nc(-c2ccc(Cl)cc2)no1	11%	12%	i	-0.6%	-9%	?	-1.6	i	0%
COc1cccc(NC(=O)Nc2cc(NC(=O)Nc3cccc(OC)c3)c(C)nc2C)c1	16%	12%	i	0.3%[9.22 µM]	1%	3%	-1.5	i	0%
Cc1nc(CN(C)C(=O)CC2C(=O)NCCN2Cc2ccc(F)cc2)cs1 (centres undefined)	-9%	-30%	i	-0.8%	0%	-20%	0.9	i	1%
COc1cccc(C(=O)NCCS(=O)(=O)NCc2cccs2)c1	9%	-3%	i	1.4%	2%	20%	0.3	i	0%
CC(OC(=O)c1ccc2c(c1)OCCO2)C(=O)c1ccccc1 (centres undefined)	-3%	-3%	i	-0.8%	-15%	29%	-12	i	1%
Cc1ccc(NC(=O)CCC(=O)N2Cc3ccccc3Oc3ncccc32)cc1	2%	11%	i	5.9%	13%	?	nt	nt	nt
CC/C(C)=C1\SC(N2CCN(c3cccc(C(F)(F)F)c3)CC2)=NC1=O	-20%	-24%	nt	-0.3%	-5%	-7%	-1.4	nt	-1%

Compound profiles, from the list above.
Cc1ccc(-n2ncc3c(NNC(=O)c4cccs4)ncnc32)cc1 as listed: TGFb inhibitor: -9%; HepG2 tox: -2%; S2 tox: i; Nrf2 activator: 2.7%; A549 viability: 0%; Nrf2 inh: 1%; CCT chaperon mod: -2.2; pAkt inh: i; MmCpn inh: 0%
CN1C(N)=NC(=O)/C1=C/c1ccc(F)cc1 as listed: TGFb inhibitor: -11%; HepG2 tox: -15%; S2 tox: i; Nrf2 activator: -0.9%; A549 viability: 9%; Nrf2 inh: -1%; CCT chaperon mod: 0.5; pAkt inh: i; MmCpn inh: 0%
